Screening data (PubChem BioAssay)
PfHsp90 set2 = inhibits growth of yeast expressing Plasmodium falciparum Hsp90. 310,000 tested, 0.32% active. inhibition, % at 9.4 µM. S. cerevisiae expressing PfHsp90, BacTiter-Glo ATP, 48 h; yeast lacking PDR1 and PDR3 efflux regulators. AID 504621;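 active = every replicate shows inhibition above about 80%, whatever the replicate mean, limit read from the data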;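 note: 0% = DMSO neutral controls and 100% = 20 µM radicicol positive controls; yeast relying on Plasmodium falciparum Hsp90 in place of its own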
SR-BI DiI-HDL act = activators of SR-BI mediated HDL lipid uptake | CHO ldlA[mSR-BI] cells, DiI-HDL uptake fluorescence, 3 h; 100 = double the neutral-control signal | 320,000 tested, 0.096% active | activation, % at 12.5 µM;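 active = mean replicate activation of at least 60% and every replicate at or above 60%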;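 note: 0% = median plate neutral-control signal and 100% = twice that signal; values of inactives mirror those of a sister screen read the other way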
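System: LDL receptor-deficient CHO ldlA cells overexpressing murine SR-BI | Timing: 3 h uptake period with compound, 37 °C | Medium: HEPES-buffered (25 mM, pH 7.4) F12 plus 0.5% BSA | Dosing: Single-point compound dose | Signal: Bottom-read fluorescence, 550/595 nm | Read-out: Retained DiI signal reflecting DiI-HDL uptake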
CAL PDZ FP-1 = inhibitors of human CAL PDZ peptide binding. purified CAL PDZ, TMR-peptide fluorescence polarization, 1 h. 300,000 tested, 0.92% active. Q9HD26. inhibition, % at 24.9 µM. AID 602252;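 active = mean inhibition of at least 30% with at least half of replicates also reaching 30%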;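 note: 0% = DMSO neutral control and 100% = excess unlabeled competitor peptide PRC23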
NSD2 HMT inh = NSD2 (human) methyltransferase inhibition | O96028 | NSD2 peptide methylation, AlphaScreen, 120 min | inhibition, % at 12.5 µM | 310,000 tested, 0.54% active | AID 743445; in the data active = inhibition above about 50%
Target sequence (O96028 whole entry, looked up): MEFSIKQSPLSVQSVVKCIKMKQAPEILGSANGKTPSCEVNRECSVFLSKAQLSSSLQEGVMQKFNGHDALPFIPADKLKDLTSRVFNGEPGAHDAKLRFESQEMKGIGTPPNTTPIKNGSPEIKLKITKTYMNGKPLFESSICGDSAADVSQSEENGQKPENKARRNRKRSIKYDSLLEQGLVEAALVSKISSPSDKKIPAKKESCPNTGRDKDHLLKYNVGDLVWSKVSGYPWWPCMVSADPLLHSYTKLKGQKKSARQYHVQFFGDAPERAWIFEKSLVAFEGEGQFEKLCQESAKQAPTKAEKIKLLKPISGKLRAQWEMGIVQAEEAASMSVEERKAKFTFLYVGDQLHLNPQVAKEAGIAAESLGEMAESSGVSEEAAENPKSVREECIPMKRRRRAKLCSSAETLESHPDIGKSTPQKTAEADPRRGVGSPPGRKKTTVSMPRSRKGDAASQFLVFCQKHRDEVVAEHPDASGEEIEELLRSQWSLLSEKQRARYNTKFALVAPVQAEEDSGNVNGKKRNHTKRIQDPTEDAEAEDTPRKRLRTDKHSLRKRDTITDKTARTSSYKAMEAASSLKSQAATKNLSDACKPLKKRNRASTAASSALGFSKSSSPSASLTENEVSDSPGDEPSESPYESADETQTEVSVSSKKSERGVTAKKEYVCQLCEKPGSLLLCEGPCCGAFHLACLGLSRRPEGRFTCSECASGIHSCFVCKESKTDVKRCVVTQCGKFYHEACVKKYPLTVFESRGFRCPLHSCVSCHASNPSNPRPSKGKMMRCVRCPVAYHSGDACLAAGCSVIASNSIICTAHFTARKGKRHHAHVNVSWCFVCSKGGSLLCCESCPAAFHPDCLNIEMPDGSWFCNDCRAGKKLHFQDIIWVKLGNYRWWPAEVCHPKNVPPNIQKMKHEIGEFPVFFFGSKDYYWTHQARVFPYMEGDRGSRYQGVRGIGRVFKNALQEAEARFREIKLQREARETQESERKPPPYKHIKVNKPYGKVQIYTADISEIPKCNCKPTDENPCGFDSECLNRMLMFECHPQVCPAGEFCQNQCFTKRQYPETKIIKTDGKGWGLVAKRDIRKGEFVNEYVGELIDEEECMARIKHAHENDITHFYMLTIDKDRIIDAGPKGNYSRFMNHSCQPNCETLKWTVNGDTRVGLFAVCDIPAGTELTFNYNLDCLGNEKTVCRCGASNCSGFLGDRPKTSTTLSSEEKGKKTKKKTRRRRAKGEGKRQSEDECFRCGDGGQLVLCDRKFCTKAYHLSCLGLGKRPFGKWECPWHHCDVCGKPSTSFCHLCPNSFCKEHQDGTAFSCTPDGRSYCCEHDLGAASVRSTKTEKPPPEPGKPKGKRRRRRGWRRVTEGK
SR-BI DiI inh = blocks mouse SR-BI lipid uptake from DiI-HDL | Q61009 | ldlA[mSR-BI] CHO cells, DiI-HDL uptake fluorescence, 3 h | inhibition, % at 12.5 µM | 320,000 tested, 0.96% active | AID 488896;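 active = mean replicate inhibition of at least 70% and a set share of replicates each scoring 70 or more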;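 note: 0% = median of neutral control wells and 100% = median of positive control wells; values of inactives mirror those of a sister screen read the other way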
dFosB activator = activators of mouse delta FosB homodimer. 340,000 tested, 0.99% active. activation, % at 25 µM. purified delta FosB, TAMRA-CDK5 oligo fluorescence polarization; percent of positive-control signal above neutral wells. P13346;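 active = mean activation above about 17%, with every replicate also reaching it, limit read from the data, passing the limit was not always enough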;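 note: fluorescence polarization rise as delta FosB binds a TAMRA Cdk5 AP-1 oligo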
CAL PDZ FP-2 = human CAL PDZ-peptide interaction inhibition. Q9HD26. purified CAL PDZ, TMR-peptide fluorescence polarization, 1 h. inhibition, % at 20 µM. 330,000 tested, 0.02% active. AID 504414;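 active = highest replicate inhibition of at least 40%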;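 note: plate controls were DMSO neutral control wells for no effect and unlabeled competitor peptide control wells for full effect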
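Test system: purified CerCALP PDZ construct; Compound dosing: one concentration, 20 µM compound; Also added: TMR-labelled reporter peptide T*-PRC34 bound in PDZ groove; Read-out: inhibition from polarization loss; Controls: unlabelled peptide and DMSO controls; Signal: FP readout, S and P plane fluorescence; Incubation: 1 h at RT.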
Rtt109 Vps75 = blocks Candida albicans Rtt109/Vps75 acetyltransferase activity; purified Rtt109/Vps75, ThioGlo CoA-SH fluorescence, 4 h; 330,000 tested, 0.16% active; inhibition, % at 34.9 µM; Q5AAJ8;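 active = inhibition of at least 50% in every replicate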
MITF TRPM1 HTS = MITF TRPM1 promoter activation in melanoma cells | SK-MEL-5 TRPM1-promoter luciferase, 24 h; % of positive control, neutral wells = 0 | activation, % at 12.5 µM | 300,000 tested, 0.75% active;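 active = mean activation of at least 80% with every replicate also reaching 80%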;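 note: 0% = neutral control wells and 100% = parthenolide positive control wells; values of inactives mirror those of a sister screen read the other way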
PvdQ inh = blocks Pseudomonas aeruginosa PvdQ acylase activity. purified PvdQ acylase, fluorescence plate reader. inhibition, % at 10 µM. AID 488965. 340,000 tested, 0.063% active; in the data active = inhibition above about 30%, passing the limit was not always enough;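 note: 0% = vehicle neutral wells and 100% = reference inhibitor wells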
Active calls of the source: *; / = no result given.

item	mol	PfHsp90 set2	SR-BI DiI-HDL act	CAL PDZ FP-1	NSD2 HMT inh	SR-BI DiI inh	dFosB activator	CAL PDZ FP-2	Rtt109 Vps75	MITF TRPM1 HTS	PvdQ inh
1	O=C1C[C@@H](c2ccc(O[C@@H]3O[C@H](CO)[C@@H](O)[C@H](O)[C@H]3O)cc2)Oc2cc(O)ccc21	5	0	3	/	0	-1	0.2	-5	15	0
2	CC(C)(C)c1cc(NC(=O)Nc2ccc(Cl)cc2Cl)no1	1	12	-7	0	-12	0	-0.2	20	/	-1
3	O=C(C1CCN(S(=O)(=O)c2ccc(Cl)cc2)CC1)N1CCCC1	9	/	/	-1	/	-2	-0.6	-14	5	-11
4	CCCCOc1ccc(/C=N/NC(=S)Nc2cccc(C)c2C)cc1	-14	17	-2	1	-17	-4	-0.5	4	7	-5
5	CCC(C)C(NC(=O)c1ccccc1NC(=O)c1ccco1)C(=O)NC1CCCCC1 (stereo unspecified)	24	-45	-1	0	45	31*	0.4	-3	-2	2
6	Cc1cc(-c2ccccc2)nc2cc(C(=O)NCc3ccco3)nn12	4	-10	-1	/	10	-15	0.0	-11	-10	12
7	COc1ccc2nc(NC(=O)CS(=O)(=O)c3ccc(C)cc3)sc2c1	11	/	-7	69*	/	-4	-4.2	-1	-1	-15
8	Cn1nnnc1SCC(=O)NNC(=O)c1ccc(F)cc1	7	0	-7	-2	0	-4	/	-5	-12	-6
9	OCCNc1nc(NCCC2=CCCCC2)nc(N2CCOCC2)n1	2	-8	-2	-2	8	-6	-0.4	22	-1	7
10	Cc1cc(SCc2ccc(Cl)cc2)nc(=O)[nH]1	0	12	-4	-1	-12	-4	-1.1	-6	21	0
11	Cc1ccc(OCC(=O)OCC(=O)c2c(N)n(C)c(=O)n(C)c2=O)cc1C	21	12	-3	4	-12	-11	-0.8	-3	7	-15
12	COCCCNC(=O)CSc1nc2ccc(N3CCOCC3)cc2c(=O)n1CCc1ccccc1	/	-3	-7	-4	3	-7	-1.2	/	/	7
13	CCC(CC)NC(=O)Cc1ccc(S(=O)(=O)N2CCOCC2)s1	/	21	-2	7	-21	-2	-0.1	-7	/	-20
14	CC(=O)Nc1ccc(S(=O)(=O)Oc2ccc(C(=S)N3CCC(O)CC3)cc2)cc1	-11	12	-3	0	-12	1	-1.1	-5	-3	-18
15	CCN(CC)S(=O)(=O)c1ccc(NC2c3ccccc3C(=O)N2Cc2ccco2)cc1 (stereo unspecified)	34	14	-6	/	-14	-4	-1.0	4	/	-6
16	COc1ccc(CCNC(=O)Nc2ccc3c(c2)OCO3)cc1OC	18	-12	-6	0	12	-3	-0.3	0	11	-9
17	Cc1ccc(S(=O)(=O)NCc2cccnc2)cc1	1	5	-3	-2	-5	-5	-0.5	-8	-3	-8
18	CCOC(=O)N1CCN(S(=O)(=O)c2ccc3c(c2)C(C)C(=O)N3)CC1 (stereo unspecified)	19	24	/	-2	-24	-8	0.8	-4	-4	-12
19	Cc1cc(=O)oc2cc(OCC(=O)N3CCC(C(N)=O)CC3)ccc12	-5	25	-3	/	-25	-3	1.2	1	-5	-5
20	CCC(Sc1ccccc1C(=O)O)C(=O)O (stereo unspecified)	11	15	3	6	-15	-4	0.5	-1	0	1
21	CCC(=O)Nc1sc(Cc2ccccc2)c(C)c1C(N)=O	15	-2	-8	2	2	6	/	-3	-6	14
22	CCN1CCN(C(=O)CN(CC)S(=O)(=O)c2ccc(Cl)cc2)CC1	-1	1	/	7	-1	2	-1.2	8	-9	-4
23	Cc1ccc(S(=O)(=O)N(C)CC(=O)O/N=C(\N)c2cccnc2)cc1	16	27	-5	0	-27	-7	-2.5	22	-5	4
24	Cc1ccc(C(=O)NCC2CCCO2)cc1[N+](=O)[O-] (stereo unspecified)	14	-1	4	-2	1	3	0.0	1	16	-12
25	CCc1cc(C(=O)Cc2cnn(-c3ccccc3)c2)c(O)cc1O	7	12	-1	2	-12	-9	-1.7	12	21	7
26	Cc1ccc(CN2CCN(Cc3ccccc3-c3ccco3)CC2CCO)o1 (stereo unspecified)	-2	-2	-4	6	2	-1	-0.9	13	-4	7
27	COC(=O)c1ccc(Cl)c(NC(=O)CN2CCC(C)CC2)c1	-17	8	-1	-2	-8	-3	-1.6	15	8	-17
28	Cc1cccc2c1cnn2C(=O)Nc1ccccc1Br	17	-6	-9	2	6	6	0.5	0	55	7
29	Cn1nc(-c2ccc(Cl)cc2)c2cc(C(=O)NCc3ccco3)sc21	20	-90	/	/	90*	-42	-1.6	-5	-26	-6
30	COc1ccc(C(NC(=O)CNC(C)=O)C(=O)Nc2ccc3c(c2)OCCO3)cc1 (stereo unspecified)	20	38	-4	/	-38	-5	0.6	1	-5	-19
31	O=S(=O)(CCSc1nc2ccccc2s1)c1nc2ccccc2s1	-25	-7	12	/	7	-11	-0.5	-3	-35	-5
32	Cc1ccc(S(=O)(=O)N2CCCCC2C(=O)N2CCN(Cc3ccccc3)CC2)cc1 (stereo unspecified)	/	6	4	0	-6	-12	-0.9	/	/	-10
33	Cc1onc(-c2ccccc2)c1C(=O)OCC(=O)Nc1ccc(C#N)cc1	-8	-11	-2	/	11	-17	-1.1	-3	-5	-8
34	COc1cc(-c2nc(Cc3ccccc3Cl)no2)cc(OC)c1OC	/	-29	/	-5	29	-9	-0.8	4	6	3
35	O=C1NN(c2ccc(F)c(Cl)c2)C(=O)/C1=C\c1cccc(OC(=O)c2cccs2)c1	3	24	-2	/	-24	-15	-0.4	84*	-12	-15
36	CCN1CCN(C(=O)C2c3cc(OC)c(OC)cc3C(=O)N3CCc4ccccc4C23)CC1 (stereo unspecified)	8	7	-3	2	-7	-4	0.7	-3	-6	-7
37	CCc1ccc(NC(=O)c2[nH]c(C)c(C(C)=O)c2C)cc1	-27	-53	0	1	53	-21	-3.0	3	65	-5
38	O=C1CN(C(=O)COC(=O)CNC(=O)c2ccc(Br)o2)c2ccccc2N1	12	19	/	0	-19	-2	-0.1	-3	-3	-14
39	O=C(N/N=C/c1ccc([N+](=O)[O-])s1)c1ccccc1Br	5	-4	-1	4	4	-1	-1.4	0	-90	-7
40	Cc1nc(P(=O)(c2ccccc2)c2ccccc2)c(N2CCOCC2)o1	1	22	-2	-3	-22	2	-0.1	7	-3	-6
41	COC(=O)c1scc(C#N)c1N/N=C(\C#N)S(=O)(=O)c1ccc(Cl)cc1	-10	-1	/	2	1	4	-0.8	5	/	-3
42	Cc1noc(C)c1C(=O)NCc1ccccc1	/	-5	-1	-1	5	2	-0.3	-16	-5	-10
43	COc1ccc(N2CCN(CC(=O)Nc3ccc(-n4cnnn4)cc3)CC2)cc1	21	36	-4	-1	-36	-3	-2.3	-2	-11	-8
44	O=C(O)/C(=C\c1ccco1)NC(=O)c1ccc(Br)o1	-13	32	/	3	-32	-3	-0.5	3	2	-9
45	COc1ccc(CNC(=O)COc2ccc([N+](=O)[O-])cc2)cc1	3	25	/	0	-25	3	-0.3	4	-1	-12
46	COC(=O)c1nnn(-c2nonc2N)c1CSc1nnc(N)s1	-44	/	/	-1	/	-12	-0.6	-5	-3	0
47	O=C(NC(Cc1ccccc1)C(=O)O)/C(=C\c1ccco1)NC(=O)c1ccc(Br)cc1 (stereo unspecified)	/	25	-1	3	-25	-11	-0.3	1	-9	-7
48	O=Cc1ccc(OCC(=O)N2CCc3ccccc32)c(Br)c1	-12	1	-3	1	-1	-19	-2.6	2	72	-9
49	COc1cccc(-n2cc3c(c2-c2ccccc2)c(=O)n(C)c(=O)n3C)c1	-3	15	13	0	-15	-7	-0.6	8	-18	-10
50	COc1ccc(NC(=O)c2ccc(-c3csc(C)n3)cc2)cc1	9	-7	2	-3	7	4	-0.9	9	/	4
51	CNc1nc(N(C)C)nc(N(C)C)n1	26	10	-6	/	-10	-2	-0.3	-6	-16	-6
52	COc1ccc(C2CC(c3c(-c4ccccc4)c4cc(Cl)ccc4[nH]c3=O)=NN2S(C)(=O)=O)cc1OC (stereo unspecified)	-2	7	-3	-1	-7	-8	-1.8	-2	-10	-8
53	CN(C)CCCNC(=S)Nc1ccc(Br)cc1	19	1	28	9	-1	-9	0.1	6	0	-6
54	COC(=O)Cc1c(C)c2c(OCc3nn[nH]n3)cc(C)cc2oc1=O	/	-10	-3	1	10	1	-0.8	-9	/	-5
55	COc1ccc(C2SCCN2S(=O)(=O)c2ccccc2)cc1 (stereo unspecified)	-35	-21	-4	99*	21	-3	-2.5	0	-18	-11
56	COC(=O)C(C)Sc1nc2c(cnn2-c2ccc(C)cc2)c(=O)[nH]1 (stereo unspecified)	2	-3	-6	/	3	-4	-1.4	11	-8	-2
57	C/C(=N\NC(=O)c1ccc2c(c1)OCCO2)c1ccccc1	-2	11	/	-1	-11	5	-0.9	1	/	-11
58	CCN(CC(O)c1cccc(O)c1)C(=O)C12CC3CC(CC(C3)C1)C2 (stereo unspecified)	-2	30	-2	20	-30	-6	-0.1	0	12	-16
